# BLM helicase inh = Bloom syndrome helicase (human) inhibition; P54132; recombinant BLM DNA unwinding, fluorescence dequenching; Potency, µM (top dose mostly 56.1 µM), for the others: top-dose activity change, negative = inhibition, hits mostly inhibitors; 350,000 compounds, 0.2% hits; AID 2528;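 also: potency is read from the fitted curve at half-maximal effect; plate controls were vehicle for no effect and no enzyme for full effect; nearly all actives have a fitted effect of over 35% in size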
# LDHA inh = blocks human lactate dehydrogenase A; AID 1347041; activity change, % (values are at about 110 or 230 µM); 480,000 compounds, 0.15% hits; purified LDHA, NADH/diaphorase-resazurin fluorescence; stronger effect = lower value; P00338; in the data active = activity change below about -30%; inconclusive = mostly about -25% to -30%;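 also: plate controls were DMSO wells for no effect and wells without enzyme for full effect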
#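 Human LDH5 (2 nM) was incubated with 0.06 mM NADH and 0.2 mM pyruvate for 5 min at room temperature in Tris pH 7.4. Remaining NADH was coupled through diaphorase/resazurin, and resorufin fluorescence was read at 0 and 20 min.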
# POLB inh = DNA polymerase beta (human) inhibition. P06746. Pol beta primer extension/strand displacement, fluorescence kinetic. Potency, µM (series often up to 114 µM), inactives show top-dose activity change, negative = inhibition, usual class: inhibitors. 340,000 compounds, 1.3% hits; also: potency is read from the fitted curve at half-maximal effect; % is scaled to controls: 0 for no effect and ±100 for the full control effect
#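 Pol beta (10 nM) and compounds were preincubated 15 min at room temperature, then 50 nM substrate (final) started primer extension/strand displacement. Reads were taken at 0 and 10 min; concentration-response data were fitted to a four-parameter Hill equation.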
# POLI inh = blocks human DNA polymerase iota activity. Q9UNA4. Pol iota fluorescent replication assay, 10 min. Potency, µM (top dose mostly 115 µM), inactives show at the highest dose activity, negative = inhibition, hits mostly inhibitors. 390,000 compounds, 1% hits. AID 588590; also: potency is read from the fitted curve at half-maximal effect
#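 Pol iota at 10 nM preincubated 15 min with compounds at room temperature; reaction started with fluorescent substrate, 50 nM final. Fluorescence read kinetically at 0 and 10 min; buffer-only wells as negative control.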
# Pol kappa inh = DNA polymerase kappa (human) inhibition | Q9UBT6 | purified Pol kappa, fluorescent DNA synthesis assay, 10 min | Potency, µM (titrated, usually from 107 µM), inactives show at the highest dose activity, negative = inhibition, hits mostly inhibitors | 400,000 compounds, 0.53% hits | AID 588579; also: potency is read from the fitted curve at half-maximal effect; % is scaled to controls: 0 for no effect and ±100 for the full control effect
#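 Inhibition of 10 nM Pol kappa is measured by a fluorescent read-out at 0 and 10 min following addition of 50 nM substrate (final), with a 15-min room-temperature compound preincubation.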
# GRP78 ERSR act = inducers of ER stress response in human glioma cells; 420,000 compounds, 0.02% hits; Potency, µM, for the others: at the top dose activation, most hits filed as activators; U87-MG GRP78 promoter luciferase reporter, 16 h; also: potency is read from the fitted curve at half-maximal effect; series mostly up to about 76 µM; % of control where 0% means no effect; nearly all actives have a fitted effect of over 35% in size
#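 Stably transfected U87-MG human glioma cells carrying a GRP78-based luminescent sensor were seeded at 1000 cells/well, pin-dosed with compounds and incubated 16 h. Luciferase reagent was then added, and end-point luminescence was read after 10 min at room temperature.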
# POLH inh = DNA polymerase eta (human) inhibition. Q9Y253. recombinant Pol eta, fluorescent DNA replication assay. 390,000 compounds, 1.2% hits. Potency, µM (titrated, usually from 114 µM), for the others: top-dose activity change, negative = inhibition, hits mostly inhibitors. AID 588591; also: potency is read from the fitted curve at half-maximal effect; % is scaled to controls: 0 for no effect and ±100 for the full control effect
# Target sequence (Q9Y253 whole entry, looked up): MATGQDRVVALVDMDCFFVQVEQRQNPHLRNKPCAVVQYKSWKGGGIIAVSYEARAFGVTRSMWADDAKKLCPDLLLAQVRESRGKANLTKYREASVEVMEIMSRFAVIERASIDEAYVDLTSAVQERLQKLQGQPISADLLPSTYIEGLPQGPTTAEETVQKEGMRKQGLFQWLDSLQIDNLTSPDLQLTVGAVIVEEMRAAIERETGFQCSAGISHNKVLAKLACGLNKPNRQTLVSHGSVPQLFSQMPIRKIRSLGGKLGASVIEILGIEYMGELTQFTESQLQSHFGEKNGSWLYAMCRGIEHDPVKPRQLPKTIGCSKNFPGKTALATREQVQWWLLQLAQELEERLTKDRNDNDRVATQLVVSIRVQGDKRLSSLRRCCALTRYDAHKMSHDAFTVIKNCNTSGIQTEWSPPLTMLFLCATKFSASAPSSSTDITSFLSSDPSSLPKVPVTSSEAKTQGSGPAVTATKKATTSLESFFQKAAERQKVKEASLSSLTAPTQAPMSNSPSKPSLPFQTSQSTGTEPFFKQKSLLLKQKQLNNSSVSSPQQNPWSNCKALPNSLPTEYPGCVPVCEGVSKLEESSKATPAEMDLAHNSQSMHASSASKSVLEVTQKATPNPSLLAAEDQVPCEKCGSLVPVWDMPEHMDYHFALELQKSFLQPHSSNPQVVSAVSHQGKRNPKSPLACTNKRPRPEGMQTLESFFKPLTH
#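 Pol eta (10 nM) was preincubated with compounds for 15 min at room temperature, after which fluorescent replication substrate (50 nM final) was added to start the reaction. Fluorescence was read kinetically at 0 and 10 min.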
# APE1 inh = APE1 (human) endonuclease inhibition. P27695. recombinant APE1, TAMRA/BHQ-2 abasic DNA cleavage fluorescence. Potency, µM (highest dose often 65.8 µM), without a hit: at the top dose activity change, negative = inhibition, usual class: inhibitors. 350,000 compounds, 0.35% hits. AID 2517;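 also: potency is read from the fitted curve at half-maximal effect; plate controls were vehicle for no effect and reference inhibitor for full effect; nearly all actives have a fitted effect of over 55% in size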
# Target sequence (P27695 whole entry, looked up): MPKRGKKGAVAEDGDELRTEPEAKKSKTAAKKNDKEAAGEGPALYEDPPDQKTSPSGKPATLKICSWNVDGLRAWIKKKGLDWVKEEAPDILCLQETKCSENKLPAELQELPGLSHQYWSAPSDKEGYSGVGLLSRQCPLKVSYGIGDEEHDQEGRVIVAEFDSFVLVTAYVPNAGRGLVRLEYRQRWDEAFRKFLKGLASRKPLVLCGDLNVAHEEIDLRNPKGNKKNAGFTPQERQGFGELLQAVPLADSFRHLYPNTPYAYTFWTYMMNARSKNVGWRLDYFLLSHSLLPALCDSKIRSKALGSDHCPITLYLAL
#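 Enzyme (0.75 nM final) and test compound are incubated 15 min at room temperature before adding 50 nM quenched THF abasic-site duplex. Cleavage dequenches TAMRA, followed at 525/598 nm over three reads one minute apart.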
# Anesthetic bind = binds horse apoferritin like a general anesthetic. apoferritin/1-aminoanthracene competitive binding, fluorescence. Potency, µM (top dose mostly 77.5 µM), inactives show at the top dose activity change, negative = displacement, actives largely listed as inhibitors. 350,000 compounds, 0.074% hits; also: potency is read from the fitted curve at half-maximal effect; % is scaled to controls: 0 for no effect and ±100 for the full control effect; nearly all actives have a fitted effect of over 20% in size
#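 In PBS, apoferritin at 10 uM is loaded with 1-AMA from a 50% saturated solution. After 10 min of compound exposure at ambient temperature, reduced 535 nm fluorescence indicates probe displacement.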
# Starred values were filed as active, the others as inactive; ? = inconclusive; . = no result given; & = joins results of further samples; [ ] = remark or other dose. Unless noted, calls follow the shape of the dose curve; as a rule, active = well fitted curve in the direction sought with a large enough effect; inconclusive = small, poorly fitted or top-dose-only effect, or another doubt; inactive = no such curve, though single readings can be large; an effect the other way counts as inactive or inconclusive. Only part of the results is shown; rates above refer to the full screens.
# The opening 3 entries, ahead of the listing:
item	Compound	BLM helicase inh	LDHA inh	POLB inh	POLI inh	Pol kappa inh	GRP78 ERSR act	POLH inh	APE1 inh	Anesthetic bind
1	COc1ccc2c(-c3ccccc3)cc(SC(C)C(N)=O)nc2c1 (stereo unspecified)	3.9%	3.7	4.9%	141.9%[activator]	-4.7%	-1.7%	-11.1%	27.7%	-11.0%
2	C=CCn1c(SCC(=O)N(CC)C2CCS(=O)(=O)C2)nc2sc3c(c2c1=O)CCC3 (stereo unspecified)	.	-0.5	.	-13.0%	-5.1%	1.8%	-14.4%	9.3%	.
3	CSc1ncccc1C(=O)OCn1nnc2ccccc2c1=O	-2.2%	-3.1	16.2%	6.1%	-3.3%	-2.9%	-13.3%	0.0%	?

# The list itself, repeating the preview:
item	Compound	BLM helicase inh	LDHA inh	POLB inh	POLI inh	Pol kappa inh	GRP78 ERSR act	POLH inh	APE1 inh	Anesthetic bind
1	COc1ccc2c(-c3ccccc3)cc(SC(C)C(N)=O)nc2c1 (stereo unspecified)	3.9%	3.7	4.9%	141.9%[activator]	-4.7%	-1.7%	-11.1%	27.7%	-11.0%
2	C=CCn1c(SCC(=O)N(CC)C2CCS(=O)(=O)C2)nc2sc3c(c2c1=O)CCC3 (stereo unspecified)	.	-0.5	.	-13.0%	-5.1%	1.8%	-14.4%	9.3%	.
3	CSc1ncccc1C(=O)OCn1nnc2ccccc2c1=O	-2.2%	-3.1	16.2%	6.1%	-3.3%	-2.9%	-13.3%	0.0%	?
4	O=C(Cc1ccccc1)NCC(=O)Nc1ccccc1Br	-0.7%	1.3	8.0%	2.9%	0.8%	-2.7%	-18.8%	24.7%	-11.3%
5	COc1ccc(-c2noc(N3CCC(C(=O)NCCCN4CCCCC4)CC3)n2)cc1	-12.1%	-3.2	3.6%	13.1%	2.3%	-1.6%	-28.2%	11.0%	-14.2%
6	O=C(Cn1cc([N+](=O)[O-])cn1)Nc1nccs1	-4.0%	-1.8	-3.8%	12.3%	2.8%	0.1%	-2.6%	-2.2%	-1.7%
7	N#Cc1cccc(-c2nc3cnc(Oc4cccc(Cl)c4)nc3n(C3CC3)c2=O)c1	-4.2%	.	.	.	-5.5%[60.1 µM]	-3.4%	.	-0.7%	.
8	COc1ccc(CNC(=O)c2csnn2)cc1	-3.3%	-7.5	1.3%	-3.4%[58.9 µM]	-3.4%	-0.1%	-0.1%	5.1%	-15.2%
9	COC(=O)[C@@H]1C[C@@]2(O)[C@@H](O)[C@@H](O)[C@@H](O)C[C@H]2N1C/C=C/c1ccccc1	-4.7%&4.9%	-1.0	1.2%	14.5%	6.8%	-1.8%	-18.2%	-5.5%&-0.4%	3.8%&-1.1%
10	COC(=O)c1sc2ccccc2c1NC(=O)c1ccc(S(=O)(=O)N2CCCCC2C)cc1 (stereo unspecified)	-4.4%	-6.9	-1.0%	-0.5%	6.6%	-3.4%	-12.3%	-4.9%	1.5%
11	O=C(O)c1cc(Cl)c2c(c1)[C@@H]1C=CC[C@@H]1[C@H](c1ccc(S(=O)(=O)N3CCOCC3)cc1)N2	-6.5%	21.2	31.6µM*	?	?	0.3%	28.2µM*	4.3%	-7.7%
12	Cc1ccc2nc(SCc3nc(-c4ccc(Cl)cc4)no3)[nH]c2c1	-13.2%	1.2	-6.2%	14.0%	0.6%	-3.4%	-15.5%	.	?
13	O=C(c1noc2c1CCCC2)N1CCc2ccccc2C1	1.6%	-5.0	23.9%	47.5%[activator]	4.1%	3.6%	-15.6%	20.7%	-1.6%
14	COc1ccc(-n2nc(C(=O)NCc3ccc(F)cc3)c3c4ccccc4n(C)c3c2=O)cc1	-2.1%	-5.5	1.3%	22.8%	-21.3%	.	.	.	2.6%
15	Cc1c(CCNC(=O)c2c(F)cccc2F)sc2nc(-c3ccc(F)cc3)nn12	-0.4%	-4.7	3.8%	-0.2%	-7.8%[60.1 µM]	.	.	.	-14.3%
16	Cn1nnc(NC(=O)CSc2ccc(Cl)cc2)n1	-4.7%	2.2	-0.6%	0.0%	6.8%	-1.5%	-9.1%	1.6%	-9.4%
17	COc1ccc(CCCN2CCC(CN3CCNC(=O)C3=O)CC2)cc1OC	.	-2.8	.	36.3%[activator]	-21.7%	-1.6%	-16.4%	.	.
18	O=C(C1CCN(c2ncnc3c2nc2n3CCCCC2)CC1)N1CCN(c2ccc(F)cc2)CC1	-4.9%&-2.6%	1.5&-3.2	19.5%&-3.3%	?	-14.7%&-4.2%	-4.4%&-0.3%	-14.7%&-6.2%	10.6%	-4.7%&2.1%
19	COc1cc(NC(=O)[C@@H]2CCCN(S(=O)(=O)c3cccc4cccnc34)C2)cc(OC)c1OC	.	0.6	.	20.0%	10.6%	-2.6%	-6.8%	10.1%	.
20	CCn1c2ccccc2c2cc(NC(=O)c3ccccc3[N+](=O)[O-])ccc21	-8.7%	-7.5	-0.6%	27.2%	-16.1%	0.4%	-21.3%	-6.9%	-7.4%
21	Cc1cccc(C(=O)Nc2cccc(OCc3cc(=O)n4cccc(C)c4n3)c2)c1	-6.0%	1.0	13.9%	-23.7%	-6.6%[60.1 µM]	-1.6%	17.6%	.	6.1%
22	Cc1cccc(CCN(CC(=O)NC2CCCCC2)C(=O)c2csnn2)c1	-1.7%	-4.0	0.9%	100.2%[activator]	-11.1%	-1.2%	-14.9%	-1.5%	?
23	Cc1ccc(CCNC(=O)c2cc3cc(S(=O)(=O)N4CCCCC4)ccc3n2C)cc1	-6.9%	-5.8	11.6%	4.5%	-3.3%[60.1 µM]	-1.6%	-1.2%	.	-7.4%
24	Cc1nn2c(nc(N3CCOCC3)c3ccccc32)c1C=C(C#N)C#N	4.7%	-4.6	5.9%	-7.4%	-9.4%	-2.7%	-5.8%	-1.5%	-0.8%
25	N/N=C(/Cc1nc2ccccc2[nH]1)c1ccc([N+](=O)[O-])cc1	-5.0%	1.2	?	123.1%[activator]	-1.6%	4.7%	-6.7%	7.2%	-19.6%
26	CCNC(=O)NC(=O)C(C)Sc1nnc(COc2ccccc2Cl)o1 (stereo unspecified)	-3.8%	-4.6	16.7%	1.8%	1.9%	3.3%	-10.6%	2.8%	-15.0%
27	CCOc1ccc(S(=O)(=O)N=C(c2ccccc2)N2CCOCC2)cc1	.	-0.6	.	25.3%	-13.9%	4.6%	8.4%	16.3%	.
28	CC(=O)Nc1ccc(NC(=O)C2CCN(C(=O)c3cccs3)CC2)cc1	-0.6%	-1.9	0.5%	-15.1%	5.0%	-2.0%	-14.3%	2.6%	-3.3%
29	Cc1cc(N)n(-c2ncnc3scc(-c4ccc(Cl)cc4)c23)n1	6.9%	-6.9	5.1%	15.4%	-4.4%	-5.7%	-12.0%	8.3%	-11.6%
30	Cc1ccccc1Nc1ncnc2c1cnn2Cc1ccccc1	-5.2%	1.0	0.8%	8.8%	-18.7%	-1.7%	-12.2%	-4.8%	0.0%
31	COc1ccc(/C=C(/C#N)C(=O)Nc2ccccc2C)cc1C(=O)O	0.9%	-1.9	5.3%	-1.0%	3.0%	-3.9%	-7.9%	23.9%	-4.6%
32	CCOC(=O)c1cc(S(=O)(=O)N2CCOCC2)cn1C	-2.0%	-1.5	53.7%	21.8%	11.7%	-5.5%	-12.0%	-8.7%	10.8%
33	CCOC(=O)c1cc(OC(=O)c2ccc(OC)cc2)n(-c2ccccc2)n1	3.2%	-1.2	1.6%	6.2%	-9.9%	-0.1%	-5.7%	.	-4.3%
34	Cc1ccc(CNC(=O)CCC(=O)N2Cc3ccccc3Oc3ncccc32)cc1	0.4%	-9.2	24.1%	?	2.2%	-4.9%	2.0%	.	4.2%
35	O=c1c2cc(N3CCOCC3)ccc2[nH]c(=S)n1CCCN1CCCCC1	2.0%	-1.2	-9.0%	-1.1%	-4.1%	-0.9%	-20.0%	-1.1%	57.2%[activator]
36	O=C(CN1C(=O)NC2(CCCc3ccccc32)C1=O)c1ccccc1F (stereo unspecified)	.	-2.5	.	74.1%[activator]	-23.2%	3.2%	-12.8%	12.3%	.
37	CC(=O)N(/N=C/c1ccc(C)cc1)c1nc(CCl)cs1	-1.1%	1.1	8.2%	-2.3%	2.3%	-4.8%	-1.5%	69.0%[activator]	-2.2%
38	CCN1C(=O)[C@H]2[C@@H](c3ccc(-c4ccc(OC)cc4)cc3)N[C@@](CC(C)C)(C(=O)OC)[C@H]2C1=O	.	-0.5	.	-9.5%	-4.1%	-0.1%	1.0%	-8.8%	.
39	COc1ccc(S(=O)(=O)N2CCN(C(=O)c3cc(C)oc3C)CC2)cc1	-2.2%	-6.6	0.8%	104.4%[activator]	2.8%	-4.6%	-18.7%	0.4%	-7.7%
40	CCCn1c(N)[n+](CC(=O)c2ccco2)c2ccccc21	3.1%	-0.3	50.0%	57.5%[activator]	-6.6%	-5.4%	-13.3%	13.9%	-7.8%
41	O=C1CC2c3ccccc3C1C1C(=O)N(CCc3ccccc3)C(=O)C21 (stereo unspecified)	-3.2%	-5.0	14.7%	-6.1%	-6.6%	-1.3%	1.2%	-11.2%	-9.7%
42	CC(=O)NC1C(=O)Nc2c1cccc2C(F)(F)F (stereo unspecified)	1.1%	4.6	-19.6%	4.1%	1.6%	-2.7%	-16.5%	-3.8%	3.2%

# Screens: PubChem BioAssay, National Center for Advancing Translational Sciences (NCATS)
